# Dengue inhibitors: Dengue virus cytopathic effect inhibitors, cell-based, CPE readout, HTS (AID 540333) | actives 3.1% (n = 10,000) | Dengue virus CPE inhibition in host cells; hits give high values | CPE inhibition, % at 20 µM; in the data active means CPE inhibition mostly above about 9.1%, no sharp cut-off; inactive means mostly below about 7.2%
# * marks the source's active call; other numbers are inactive results; i = inactive.
SMILES,Dengue inhibitors
Cc1ccc(NC(=O)COC(=O)Cc2csc(-c3cccc(F)c3)n2)cc1C,i
CCOc1cc2c3c(c1)C1(C(=O)N3C(C)(C)CC2C)C(C#N)=C(N)N2C(=C1C#N)Nc1ccccc12 (stereo not drawn),2.1
CC1CN(C(=S)NC(=O)C2CCCCC2)CC(C)O1 (stereo not drawn),0.1
CCCCCCCC(=O)Nc1ccc(S(=O)(=O)Nc2nccs2)cc1,i
COc1ccc(N2CC(=O)N(c3ccccc3)C2=S)cc1,0.8
Cc1cccc(NC2=C(NCCO)C(=O)c3ccccc3C2=O)c1,0.2
CCOC(=O)c1cc(C(=O)NCc2ccc(Cl)cc2Cl)nn1C,i
CCCSc1nnc(CNC(=O)C23CC4CC(CC(C4)C2)C3)n1Cc1ccccc1,7.1
CCN(CC)S(=O)(=O)c1cccc(C(=O)N[C@H](C(=O)Nc2nc3ccc(F)cc3s2)C(C)C)c1,4.2
O=C(Nc1cccc(Cl)c1)Nc1cc(S(=O)(=O)N2CCOCC2)ccc1N1CCCC1,8.5
COc1cc(/C=N/NC(=O)c2ccc(-n3cccc3)cc2)ccc1O,i
Cc1ccc2cccc(Oc3ncnc4scc(-c5ccccc5)c34)c2n1,0.7
Cc1ccc(C(=O)CSc2nnc(C)s2)cc1,i
CC1CN(C(=O)C2CCCC2)C(C)CN1C(=O)C1CCCC1 (stereo not drawn),i
COc1cc(/C=C2\SC(=S)N(N3CCOCC3)C2=O)cc(OC)c1OC,i
CCCCOCCCNC(=O)CC(C)c1ccccc1 (stereo not drawn),i
Cc1ccc(/C=N/c2sc(Cc3ccccc3)c(C)c2C(N)=O)o1,i
Cc1ccc(C=Nc2ccccc2C#N)s1,i
COC(=O)/C=C1/N/C(=N\c2nc(C)cc(C)n2)N(c2cccc(C)c2)C1=O,0.2
COC(=O)C1=C(NC(=O)COc2ccc3ccccc3c2)CCS1,1.1
CCCCCCNC(=O)N[C@H](C(=O)NCCC[C@H]1CN2C(=NC[C@H]2C)N1CCC(c1ccccc1)c1ccccc1)C(C)O (stereo partly drawn),2.3
C=C(C)CNC(=S)NNC(=O)c1cc(C)oc1C,0.6
COC(=O)Cc1ccc(NC(=O)C(c2ccccc2)c2ccccc2)cc1,0.7
CCc1cccc2c(C(=O)COC(=O)c3cccc(S(=O)(=O)N(C)C4CCCCC4)c3)c[nH]c12,1.1
CCOc1cc(/C=N\Nc2nc(Nc3ccccc3)nc(N3CCOCC3)n2)ccc1OC(=O)c1ccco1,i
O=C(Nc1ccc2c(c1)OCO2)c1ccc(N2CCCC2)c([N+](=O)[O-])c1,i
Cc1cc(C)c(NC(=O)c2ccc(CNS(=O)(=O)c3cc(C(F)(F)F)ccc3Cl)cc2)c(C)c1,10
Cc1ccc(NC2=C/C(=N/S(=O)(=O)c3cccs3)c3ccccc3C2=O)cc1,i
O=C(NCCc1nc2ccccc2[nH]1)/C(=C/c1ccco1)NC(=O)c1ccccc1Br,i
O=C(Nc1ccccc1)C1=C[C@@H](c2ccc(C(F)(F)F)cc2)C[C@@H](OCCCCO)O1,1.2
O=C(Nc1cccc(F)c1)c1cccnc1NCCc1ccccc1,0.3
N=c1c2c3c(sc2ncn1Cc1ccccc1)CCCC3,0.5
Cc1c(C(=O)Nc2ccccc2)cn2c(nc3ccccc32)c1C#N,2.2
CCCCc1ccc(S(=O)(=O)NNC(=S)NCc2ccco2)cc1,0.2
C=C(C)C1CC=C(C)/C(=N/NC(=O)c2cccc([N+](=O)[O-])c2)C1 (stereo not drawn),i
CC(=O)Oc1ccc(C(=O)Nc2cc(NC(=O)c3ccc(OC(C)=O)cc3)cc(C(=O)NC(C)(C)C)c2)cc1,1.5
O=C(NNS(=O)(=O)c1ccc(F)c(Cl)c1)c1cccc(S(=O)(=O)N2CCOCC2)c1,i
COc1ccc(CCCC(=O)N/N=C/c2cccc(OC)c2O)cc1C,0.4
Cc1csc(NC(=O)[C@@H](NC(=O)c2ccccc2)C(C)C)n1,0.9
O=C1CCCC(O)=C1N=Nc1ccc2ncsc2c1,0.5
CC1(C)CC(=O)C2=C(C1)C(c1cn(-c3ccccc3)nc1-c1ccccc1)C(C#N)=C(N)O2 (stereo not drawn),1.2
CC(C)c1ccc(/C=C/C(=O)NCCCc2ccccc2)cc1,0.7
COc1ccccc1-c1c(-c2ccc(OCC(=O)NN)cc2O)n[nH]c1C(F)(F)F,i
CC1(c2nnc(Cc3ccccc3)o2)CC(c2ccccc2F)=NO1 (stereo not drawn),i
Cc1ccc(Cn2c(SCC(=O)N3CC(=O)Nc4ccccc43)nc3ccccc3c2=O)cc1,22*
O=C(c1ccc(COc2ccccc2Br)o1)N1N=C(C(F)F)CC1(O)C(F)F (stereo not drawn),8.9
Cc1ccccc1NC(=O)CSC1=NCCN1,i
CC1CN(CCOc2ccc(Cl)cc2Cl)CC(C)O1 (stereo not drawn),i
CCc1nc2c(c(=O)c3ccccc3n2C)c(=O)n1C1CCCCCC1,13*
Fc1ccc2cc(-c3cccnc3)ncc2c1,0.4

# Given with tabs: three of the compounds above.
canonical_smiles	Dengue inhibitors
CC1(c2nnc(Cc3ccccc3)o2)CC(c2ccccc2F)=NO1 (stereo not drawn)	i
Cc1ccc(Cn2c(SCC(=O)N3CC(=O)Nc4ccccc43)nc3ccccc3c2=O)cc1	22*
O=C(c1ccc(COc2ccccc2Br)o1)N1N=C(C(F)F)CC1(O)C(F)F (stereo not drawn)	8.9

# Following part.
SMILES,Dengue inhibitors
COc1ccc(CCNC(=O)CSc2nnc(NC(C)=O)s2)cc1OC,i
Cc1cc(C)c(-c2csc(NC(=O)/C=C/c3cccs3)n2)c(C)c1,i
COc1ccc([C@H]2CC(=O)C=C(c3cc(C(F)(F)F)cc(C(F)(F)F)c3)C2)cc1,i
O=C(/C=C/c1ccccc1)N/C(=C/c1ccccc1)C(=O)N1CCOCC1,i
COCC(=O)Nc1ccc(OCc2ccccc2)cc1,i
CCC(=O)NC(=S)Nc1ccc(NC(=O)c2ccc([N+](=O)[O-])cc2Cl)cc1,i
CCC(=O)OCCNc1cc(Sc2nccn2C)c2nonc2c1[N+](=O)[O-],i
CCOc1ccc(Br)cc1S(=O)(=O)Nc1cccc(S(=O)(=O)N(C)c2ccccc2)c1,6.6
Cc1cccc([C@H](NC(=O)OC(C)(C)C)C(=O)OC(C)(C)C)c1,i
O=C(CSc1ccccn1)Nc1ccc2c(c1)C(=O)c1ccccc1C2=O,0.6

# Reformatted as tab-separated lines: entries from further up
compound	Dengue inhibitors
Cc1ccc(C(=O)CSc2nnc(C)s2)cc1	i
CC(=O)Oc1ccc(C(=O)Nc2cc(NC(=O)c3ccc(OC(C)=O)cc3)cc(C(=O)NC(C)(C)C)c2)cc1	1.5
CCC(=O)OCCNc1cc(Sc2nccn2C)c2nonc2c1[N+](=O)[O-]	i

# Next part:
SMILES,Dengue inhibitors
Cc1ccc(C)c(Oc2ncnc(N)c2[N+](=O)[O-])c1,0.6
CC(C)NC(=O)Nc1ccc2c(c1)C(=O)N([C@H](C)CO)C[C@H](C)[C@@H](CN(C)S(C)(=O)=O)O2,i
COc1ccc(-c2ccccc2)cc1NCc1ccccc1C,0.1
O=[N+]([O-])c1cccc(/C=N/Nc2nc(NCc3ccccc3)nc(N3CCOCC3)n2)c1,1.4
CCS(=O)(=O)N1CCN(c2ccc(C(=O)NC3C4CC5CC(C4)CC3C5)cc2[N+](=O)[O-])CC1 (stereo not drawn),i
NS(=O)(=O)c1ccc(NC(=S)NCC2CCCO2)cc1 (stereo not drawn),1.1
O=C1NC(c2ccc(-c3ccccc3[N+](=O)[O-])o2)C(C(=O)c2ccc(Cl)cc2)C(O)(C(F)(F)F)N1 (stereo not drawn),31*
Cc1cccc(-n2c(SCC(=O)Nc3ncc(Cl)cc3Cl)nc3ccccc32)c1,14*
O=C(CCN1C(=O)c2ccccc2C1=O)Nc1sc2c(c1C(=O)NCC1CCCO1)CCC2 (stereo not drawn),0.3
CC(C)CC(NC(=O)C(NC(=O)C(Cc1ccc(OCc2ccccc2)cc1)NC(=O)OC(C)(C)C)C(C)C)C(N)=O (stereo not drawn),i
Cc1cc(C)c(C)c(OCCOCCNCc2ccccc2)c1,0.1
c1ccc(-c2nnc(C(c3ccccc3)c3ccccc3)o2)cc1,1.7
O=C(COc1ccccc1)NCC(=O)N/N=C/c1ccccc1,0.1
O=C(Nc1ccccc1-c1nnc(SCc2ccc(Cl)cc2Cl)o1)c1ccccc1,i
CC(C)(C)c1ccc(/C=C/C(=O)Nc2nncs2)cc1,0.5
CC1CN(C(=S)SCC(=O)c2ccc(Cl)cc2)CC(C)O1 (stereo not drawn),0.4
CCOc1ccc(S(=O)(=O)c2c(C(=O)c3ccc(C)cc3)cnc3cc4c(cc23)OCCO4)cc1,3.0
COc1cc(CNCc2ccccn2)ccc1OCc1ccc(Cl)cc1,2.8
COC(=O)c1sc2nc(C)cc(-c3ccccc3)c2c1N,i
CCCCOC(=O)/C=C/c1c(C)[nH]c(=O)[nH]c1=O,i
COc1ccc(OCCn2cc(/C=C(\C#N)C(=O)NCc3ccco3)c3ccccc32)cc1,2.6
CC(OC(=O)c1cccc(S(=O)(=O)Nc2ccccc2F)c1)C(=O)NCc1ccc2c(c1)OCO2 (stereo not drawn),0.2
Cc1ccc(CC2SC(=Nc3ccccc3)N(c3ccccc3)C2=O)cc1 (stereo not drawn),4.8
Cc1ccc(S(=O)(=O)Nc2ccc(Cl)cc2C(=O)c2ccccc2)cc1,0.5
c1ccc(-c2cnnc(-c3ccccn3)n2)cc1,0.2
CC(C)(C)c1ccc(C(=O)Nc2ccc([N+](=O)[O-])cn2)cc1,i
O=C(N/N=C/C(Br)=C\c1ccccc1)c1ccc2nc[nH]c2c1,4.9
Cc1ccccc1NC(=O)C(=O)NC(C)CCc1ccccc1 (stereo not drawn),i
COc1cc2c(cc1NC(=O)COC(=O)[C@@H](NC(=O)c1ccccc1)C(C)C)oc1ccccc12,1.2
N/C(=N\OC(=O)c1ccc(F)cc1)c1nonc1N,0.7
O=C(NC1(Cc2ccccc2)CCN(CCc2cccs2)C1=O)c1ccccc1 (stereo not drawn),1.1
CC(C)(C)C1N=C(c2ccc3ccccc3c2)OC1=O (stereo not drawn),0.1
Cc1cccc(C)c1-n1c(SCC(=O)N2CC(=O)Nc3ccccc32)nc2ccccc2c1=O,1.7
COC(=O)[C@@]12CCCCN1[C@H](c1ccc(-c3ccccc3)cc1)[C@H]1C(=O)N(C)C(=O)[C@H]12,3.8
O=C(COC(=O)CCS(=O)(=O)c1ccc(Cl)cc1)NCCc1ccc(Cl)cc1Cl,0.7
Cc1cc(C)n(C(=O)c2ccccc2[N+](=O)[O-])n1,0.1
FC(F)(F)c1cccc(N/N=C/c2ccccc2)c1,0.3
COc1cc(NC(=O)COC(=O)/C=C/c2ccc(Cl)cc2Cl)cc(OC)c1,8.6
COc1cc(CNC(C)(C)CO)cc(Br)c1OCc1ccc(Cl)cc1,i
CC1CN(CCOc2ccc([N+](=O)[O-])cc2)CC(C)O1 (stereo not drawn),i
COc1cc(OC)cc(-c2c(-c3cccs3)c3cc(-c4ccc5c(c4)OCO5)ccc3n2C)c1,0.2
O=C1CN(C(=O)COC(=O)/C=C/c2ccc(OC(F)F)cc2)c2ccccc2N1,i
Cc1ccccc1-c1n[nH]c(=S)n1/N=C/c1c(C)nn(-c2ccccc2)c1C,0.1
CCc1cccc(CC)c1-n1c(SCC(=O)c2c(N)n(C)c(=O)n(C)c2=O)nnc1-c1cccnc1,0.4
COCCN1Cc2cccc(C(=O)NC3CCCCCC3)c2C1=O,0.4
Cc1cc(/C=N/n2cnnc2)c(O)c([N+](=O)[O-])c1,i
CC(CCc1ccccc1)N1CCN(Cc2ccccc2)CC1 (stereo not drawn),i
CCN1C(=O)[C@@H]2[C@@H](c3ccc(SC4CCCCC4)cc3)N3CCC[C@@]3(C(=O)OC)[C@@H]2C1=O,0.9
CCN(CC)c1ccc(NC(=O)Cn2ncc3c(C)n(Cc4ccccc4F)c(C)c3c2=O)c(C)c1,1.8
CCCCSc1nnc(CNC(=O)C23CC4CC(CC(C4)C2)C3)n1Cc1ccccc1,8.5*
# Following part:
SMILES,Dengue inhibitors
COc1cccc2sc(Nc3nc(-c4cc5ccccc5oc4=O)cs3)nc12,i
COc1cc(CN2CC(C)CC(C)C2)cc([N+](=O)[O-])c1O (stereo not drawn),0.1
CC(C)(C)c1cc(/C=N/O)cc(C(C)(C)C)c1O,2.9
Cc1ccc(S(=O)(=O)N2CCN(Cc3ccccc3)CC2)c(C)c1N(C)S(=O)(=O)c1ccccc1,0.5
O=C1c2cccc(OCc3ccc(F)cc3)c2CCN1Cc1ccccc1,12*
CCc1ccc(C(=O)NC(CCSC)C(=O)O)cc1 (stereo not drawn),i
CC1CCCN(CCCCOc2cccc(Br)c2)C1 (stereo not drawn),0.3
CCOc1ccc(NC(=O)Nc2cc(-c3ccccc3)sc2C(=O)OC)cc1,9.2
O=C(CCCOc1ccc(Cl)cc1Cl)N/N=C/c1ccccc1,1.3
Cc1ccc(C(C(=O)NC2CCCCC2)N(C(=O)Cc2c[nH]c3ccccc23)c2ccccc2C)o1 (stereo not drawn),3.8
CCN1CCN(Cc2c(O)ccc3c2O/C(=C\C=C\c2ccccc2)C3=O)CC1,i
COc1ccc2c3c(cccc13)C(=O)N(O)C2=O,0.6
CCN1C(=O)/C(=C/c2cnn(CC)c2C)SC1=S,i
Cc1csc(NC(=O)CSc2ccc3nnc(CCNS(=O)(=O)c4ccccc4)n3n2)n1,i

# Reformatted: four of the compounds above.
canonical_smiles | Dengue inhibitors
CCN1CCN(Cc2c(O)ccc3c2O/C(=C\C=C\c2ccccc2)C3=O)CC1 | i
COc1ccc2c3c(cccc13)C(=O)N(O)C2=O | 0.6
CCN1C(=O)/C(=C/c2cnn(CC)c2C)SC1=S | i
Cc1csc(NC(=O)CSc2ccc3nnc(CCNS(=O)(=O)c4ccccc4)n3n2)n1 | i

# This is a subset; count on the stated rates, not on these rows.
